UHRF1 MBD2 ctr = blocks human UHRF1 binding to methylated DNA. 370,000 tested, 0.75% active. UHRF1 binding to methylated oligo, TR-FRET. AID 687016. Q96T88. inhibition, % at 4.4 µM; in the data active = inhibition above about 21%;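 note: UHRF1 SRA domain binding a hemimethylated CpG hairpin DNA probe; 0% = median of test compound wells and 100% = reference inhibitor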
ABHD4 inh = inhibitors of mouse ABHD4. AID 720543. inhibition, % at 8.92 µM. purified mABHD4, FP-Rh probe fluorescence polarization. 370,000 tested, 0.54% active;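 active = inhibition exceeding the mean over every tested compound plus 3 SD, cut at about 30% in these data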;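 note: 0% = plate median of compound wells and 100% = S159A mutant with DMSO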
Target sequence (Q8VD66 whole entry, looked up): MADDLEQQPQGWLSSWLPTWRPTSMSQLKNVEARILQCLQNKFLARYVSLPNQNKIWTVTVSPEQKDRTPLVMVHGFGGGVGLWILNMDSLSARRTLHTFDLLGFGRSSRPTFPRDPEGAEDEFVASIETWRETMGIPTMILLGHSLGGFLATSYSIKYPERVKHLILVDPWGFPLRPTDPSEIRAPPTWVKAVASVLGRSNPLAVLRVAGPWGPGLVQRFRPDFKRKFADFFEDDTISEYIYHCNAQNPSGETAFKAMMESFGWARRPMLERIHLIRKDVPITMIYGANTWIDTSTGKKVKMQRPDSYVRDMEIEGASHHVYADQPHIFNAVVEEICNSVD
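assay system = mABHD4 protein | compound dosing = single nominal dose of 8.92 µM, 0.89% DMSO final | read-out basis = percent inhibition of probe binding, normalized to plate controls | schedule = Enzyme–compound pre-incubation 45 min, then probe 60 min, both 25 °C | detection = fluorescence polarization, excitation 525 nm, emission 598 nm, BODIPY TMR filters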
HTRA1 inh = inhibitors of human serine peptidase HTRA1. Q92743. recombinant HTRA1, FP-rhodamine activity-based probe, fluorescence polarization. inhibition, % at 5.96 µM. 340,000 tested, 0.5% active; in the data active = inhibition above about 36%;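 note: 0% = enzyme with DMSO and 100% = wells lacking enzyme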
PRMT1 inh = PRMT1 (human) inhibition, primary screen; 370,000 tested, 1.3% active; recombinant PRMT1, activity-based probe fluorescence polarization; Q99873; inhibition, % at 2.79 µM; AID 652257;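 active = inhibition above about 21% made by adding two undisclosed values, limit read from the data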
rCAG RNA binder = molecules binding r(CAG) RNA repeats | r(CAG) RNA repeat, TO-PRO-1 dye displacement fluorescence | inhibition, % at 3 µM | 370,000 tested, 1.3% active;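 active = inhibition above the plate cutoff, the mean of all test compounds on that plate plus 3 SD, cut at about 35% in these data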;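 note: 0% = DMSO alone and 100% = 100 µM mitoxantrone as full dye displacement; higher means more dye released from RNA so lower well fluorescence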
LEDGF integ inh = blocks HIV-1 LEDGF/p75-dependent DNA integration; TR-FRET IN-LEDGF/p75 DNA integration, Eu/Cy5; inhibition, % at 3.7 µM; 370,000 tested, 0.64% active; AID 743269;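 active = inhibition above the screen-wide mean plus 3 SD, cut at about 13% in these data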;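 note: signal is the Cy5 over europium emission ratio at 671 and 618 nm; 0% = plate median of compound wells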
MBD2 inh = blocks human MBD2 binding to methylated DNA; Q9UBB5; TR-FRET, MBD2 binding to methylated oligonucleotide; inhibition, % at 4.4 µM; 370,000 tested, 0.31% active; AID 686964; in the data active = inhibition above about 13%
TCR-CD3 inh = blocks the human TCR-CD3 interaction | inhibition, % at 9.4 µM | 360,000 tested, 0.37% active | TAMRA-labeled TCR probe fluorescence, biochemical; in the data active = inhibition above about 19%;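 note: recombinant mutant TCR 2C K166C tagged with TAMRA read by polarization; 0% = receptor in buffer alone and 100% = receptor with positive control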
PG9 binder = small molecules binding HIV-1 gp120 antibody PG9. TR-FRET gp120-PG9 antibody binding. 360,000 tested, 0.43% active. inhibition, % at 6.7 µM; in the data active = inhibition above about 8.5%
Rev-erbA mod = Rev-erb alpha (human) modulation; activity, % at 10 µM; Rev-erbα–FITC-DNA binding, fluorescence polarization, 90 min; P20393; 370,000 tested, 0.79% active; AID 1259318;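 active = activity above about 14%, limit read from the data; passing the limit was not always enough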;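 note: 0% = DMSO wells with 35 nM protein and 100% = DMSO wells with 750 nM protein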
Target sequence (P20393 whole entry, looked up): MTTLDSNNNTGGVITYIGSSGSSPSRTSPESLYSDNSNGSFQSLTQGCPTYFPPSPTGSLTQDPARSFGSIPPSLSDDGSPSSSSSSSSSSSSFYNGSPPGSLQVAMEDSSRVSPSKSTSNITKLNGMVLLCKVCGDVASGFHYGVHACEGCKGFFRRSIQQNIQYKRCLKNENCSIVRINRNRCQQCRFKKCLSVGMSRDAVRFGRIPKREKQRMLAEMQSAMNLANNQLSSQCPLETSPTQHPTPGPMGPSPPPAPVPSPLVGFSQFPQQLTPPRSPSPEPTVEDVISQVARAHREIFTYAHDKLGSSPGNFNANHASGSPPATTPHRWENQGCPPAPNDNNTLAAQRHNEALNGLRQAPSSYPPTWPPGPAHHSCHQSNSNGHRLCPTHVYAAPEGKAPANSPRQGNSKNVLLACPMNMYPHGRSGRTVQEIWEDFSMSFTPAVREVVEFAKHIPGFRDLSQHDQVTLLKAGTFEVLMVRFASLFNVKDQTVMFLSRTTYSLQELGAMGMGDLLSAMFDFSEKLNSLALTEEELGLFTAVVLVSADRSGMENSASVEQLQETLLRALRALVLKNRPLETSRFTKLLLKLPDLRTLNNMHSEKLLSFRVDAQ
Numbers without * were called inactive; . = no result given.

SMILES | UHRF1 MBD2 ctr | ABHD4 inh | HTRA1 inh | PRMT1 inh | rCAG RNA binder | LEDGF integ inh | MBD2 inh | TCR-CD3 inh | PG9 binder | Rev-erbA mod
CCOC(=O)N1CCN(C(=O)c2ccc3c(c2)N=C(CC)c2cc(C)ccc2S3)CC1 | 4.2 | -5.8 | -32.7 | -2.4 | -0.7 | -4.5 | 1.5 | -1.0 | 0.0 | 0.9
CC(C)(C)N1CC23CCC(C[C@@H]2C1=O)O3 (stereo partly drawn) | 10.8 | 0.1 | 10.0 | -0.6 | 5.9 | -1.5 | 1.5 | -3.9 | -0.8 | 0.0
COc1ccc(S(=O)(=O)N(C)CC(=O)Nc2cccc(C(C)=O)c2)cc1Cl | -2.0 | -0.9 | -5.0 | -4.7 | 1.5 | -1.4 | -4.0 | 0.6 | -0.9 | -0.1
O=C(Nc1ccc2oc(-c3ccccc3F)nc2c1)c1ccc([N+](=O)[O-])o1 | -1.2 | 9.9 | 8.1 | 3.1 | -1.7 | 2.4 | -2.1 | 8.3 | 0.1 | -37.8
NC(=O)CSc1nc2c(sc(=S)n2-c2ccccc2)c(=O)[nH]1 | 1.3 | 7.6 | -2.6 | 2.4 | 6.8 | 3.2 | -3.1 | 0.5 | 0.4 | 1.4
COc1ccc(C(=O)CSc2nccn2C)cc1 | -1.9 | 2.6 | 4.5 | 1.1 | -3.7 | 6.0 | -0.6 | 0.6 | -2.1 | 7.1
O=S(=O)(NCCc1ccc(F)cc1)c1ccc(F)cc1Br | -2.0 | 0.2 | -6.7 | -0.4 | -1.0 | -4.1 | -0.1 | -4.6 | -0.7 | -8.6
COc1cc2c(cc1OC)CN(C1CCC(C(C)(C)C)CC1)CC2 (stereo not drawn) | -0.1 | 7.2 | -4.2 | -4.5 | -9.6 | 3.3 | -3.1 | -5.8 | -0.4 | 3.9
N#Cc1c2c(c[nH]c1=O)CCN2Cc1ccccc1 | 2.4 | -15.7 | -3.5 | 5.4 | 5.8 | -1.9 | 5.0 | -7.2 | 2.0 | 2.1
CCOC(=O)N1CCN(C(=O)CN2C(=O)CC(C)(C)S(=O)(=O)c3ccccc32)CC1 | -1.7 | 1.2 | 0.8 | -0.2 | -1.1 | 2.3 | -3.1 | -4.3 | -1.0 | 4.4
CN(C(=O)CN1C(=O)NC(c2ccccc2)(c2ccccc2)C1=O)C1CCS(=O)(=O)C1 (stereo not drawn) | 1.1 | 3.2 | 9.2 | 0.3 | -1.1 | -0.5 | -4.7 | -0.4 | -1.2 | 5.9
COc1cccc(NC(=O)CSc2nc3ncc(Br)cc3[nH]2)c1 | 0.1 | -10.3 | -19.5 | 0.8 | 15.1 | -0.9 | -4.3 | 1.8 | 22.2* | 104.1*
Cc1nnc(NC(=O)CS(=O)(=O)Cc2ccccc2)s1 | 1.1 | 5.2 | 12.5 | 3.3 | 0.2 | -4.1 | 4.3 | -5.9 | -0.6 | 1.2
CCOc1ccc(C2/C(=C(\O)c3cccc(OC)c3)C(=O)C(=O)N2c2cc(C)on2)cc1OC (stereo not drawn) | -0.2 | -3.9 | -0.5 | -2.5 | 7.3 | -1.6 | -7.0 | 4.6 | 2.0 | 0.7
COc1ccccc1NC(=S)N(CCCN1CCOCC1)Cc1cccs1 | -0.7 | -0.7 | -0.6 | -2.8 | -5.3 | 1.9 | 0.2 | 2.0 | -0.8 | -6.6
CC1CCCCC1NC(=O)CN(C)S(=O)(=O)c1cccc2cccnc12 (stereo not drawn) | 0.6 | -2.1 | 3.6 | 1.8 | -7.8 | -4.4 | -0.3 | -1.5 | -1.6 | -0.7
O=C(NCc1cccnc1)c1c[nH]c2cc3c(cc2c1=O)OCCO3 | 0.4 | 13.5 | 4.3 | 6.2 | -2.5 | 0.4 | 5.5 | -7.5 | 0.1 | -8.2
CS(=O)(=O)N1CCN(c2ccccc2NC(=O)CSc2ccc(Cl)cc2)CC1 | 0.6 | -8.1 | -14.3 | 0.3 | -0.1 | -1.0 | -1.9 | -0.6 | 1.5 | 9.9
CC1CCCN(C(=O)CN2C(=O)NC3(CCCCC3C)C2=O)C1 (stereo not drawn) | -2.1 | 0.4 | -2.6 | -7.0 | -0.8 | 2.5 | -3.7 | 4.5 | -1.2 | 2.3
CN1CCN(C2Cc3ccccc3Sc3ccc(Cl)cc32)CC1 (stereo not drawn) | -0.8 | 13.5 | -3.7 | -1.5 | 0.9 | 0.3 | 1.2 | 4.4 | -1.0 | 8.6
CCN(CC)CC(C)(C)NS(=O)(=O)c1ccc(Cl)cc1 | -4.0 | -3.1 | 0.5 | -4.5 | -2.8 | -0.2 | 4.3 | 1.9 | 1.1 | -2.3
O=C(CCCc1ccncc1)c1ccccc1 | 1.0 | -0.1 | 3.8 | -5.3 | 1.4 | -1.6 | -1.1 | 4.1 | -0.4 | 0.8
CN(Cc1nc(-c2cccs2)no1)CC(O)c1ccccc1 (stereo not drawn) | -0.3 | -1.8 | -1.6 | -2.5 | -5.5 | 3.3 | 6.0 | -6.2 | -2.2 | 0.0
COc1ccc2c(C)cc(SCC(=O)NCCN3C(=O)CSC3=O)nc2c1 | 0.8 | -2.8 | -6.5 | 2.1 | 0.6 | 0.5 | -4.8 | 8.1 | 0.8 | -5.3
CCOc1ccc(NC(=O)COC(=O)CCN2C(=O)C3CC=CCC3C2=O)cc1OCC (stereo not drawn) | 3.0 | 8.9 | 17.3 | 0.5 | 2.5 | -1.6 | -4.0 | -0.3 | 1.1 | 4.7
Cc1cc(Cl)cc(C)c1OCCCCCn1ccnc1 | 5.5 | -6.0 | -1.3 | 3.7 | -7.7 | 10.9 | 5.4 | -17.3 | 2.1 | 2.6
CC(CCc1ccco1)NC(=O)CCc1nnc2ccc(NCc3ccccc3Cl)nn12 (stereo not drawn) | 0.7 | -0.4 | -15.2 | 13.2 | -2.2 | 2.6 | 4.4 | -0.8 | -1.6 | -2.5
CCCNC(=O)C(Cc1ccccc1)NS(=O)(=O)c1ccc2c(c1)c(=O)n(C)c(=O)n2C (stereo not drawn) | -0.8 | -4.4 | -2.5 | 4.7 | 2.2 | -2.5 | 5.0 | -6.1 | 0.4 | 1.6
CCOc1ccc(-c2nc(C#N)c(N3CCN(CC)CC3)o2)cc1 | -2.8 | 2.9 | -20.5 | -3.5 | -1.2 | 0.4 | 6.3 | 7.9 | 0.1 | -0.7
COc1cccc(OC)c1C(=O)Nc1ccc2c3c(cccc13)CC2 | -1.7 | -27.2 | -6.2 | -0.2 | 2.0 | -1.2 | -4.4 | 1.6 | 1.4 | 7.3
COc1ccc(C)cc1N(CC(=O)Nc1cccnc1)S(=O)(=O)c1ccccc1 | 0.5 | 3.7 | 5.0 | 0.0 | -4.6 | 1.4 | 1.4 | 5.4 | -1.9 | 0.0
COC(=O)c1ccccc1NC(=O)/C=C/C(=O)O | 2.9 | -10.0 | -1.5 | 4.5 | 2.9 | 4.2 | 1.5 | 6.6 | -3.0 | -4.9
CCn1cc(Cl)c(C(=O)Nc2ccc(OC)c(OC)c2)n1 | 0.6 | 1.7 | 2.6 | 1.2 | -0.2 | -4.6 | 0.5 | -0.8 | -1.4 | -1.4
CC(=O)c1ccc(-c2ccc(C(=O)N3CCC(C(N)=O)CC3)o2)cc1 | 2.6 | -5.4 | -2.8 | 8.1 | 1.5 | -11.7 | 4.0 | -0.7 | 0.1 | -6.5
O=C(Nc1ncccn1)c1cccs1 | -2.5 | 2.6 | -1.2 | 0.0 | 1.6 | 0.9 | 0.4 | 8.9 | -2.5 | 2.8
CSc1ncccc1C(=O)OCc1nc2ccsc2c(=O)[nH]1 | -4.3 | 12.0 | 3.5 | -0.3 | 3.4 | -0.5 | -3.4 | -5.8 | 0.8 | 5.7
Cc1ccc(S(=O)(=O)/N=C2/NC(=O)/C(=C/c3ccccc3)S2)cc1 | 0.4 | -40.7 | -46.5 | 2.5 | 83.8* | -0.4 | 0.6 | 2.3 | -1.5 | 3.8
COc1ccc(NC(=O)c2cc(C3CCCCN3S(=O)(=O)Cc3ccccc3)on2)cn1 (stereo not drawn) | 1.5 | -6.6 | . | -2.5 | 1.9 | -0.6 | -1.0 | 2.0 | -0.1 | -1.9
c1cc(-c2cn(C[C@H]3CC[C@@H]([C@@H]4CC[C@H](Cn5cc(-c6ccsc6)nn5)O4)O3)nn2)cs1 | -0.6 | -0.4 | -19.4 | 0.1 | -1.0 | -3.1 | 1.5 | 7.4 | -0.4 | 5.0
C=CCn1c(N)c(C(=O)Nc2ccc(C)c(C)c2)c2nc3ccccc3nc21 | -1.2 | 6.6 | 3.3 | -2.2 | 6.6 | 3.0 | 0.4 | -1.0 | 0.4 | .
CNC(=O)c1ccsc1NC(=O)c1ccc(S(=O)(=O)N2CCc3ccccc32)cc1 | -2.4 | -72.6 | -91.0 | 8.2 | 27.2 | 0.3 | 1.4 | 6.3 | -3.0 | 7.6
COc1ccc2nc(SCc3cnc(C)nc3N)[nH]c2c1 | -1.1 | 9.6 | 1.3 | 1.2 | -0.6 | 0.9 | 0.6 | 4.0 | -1.1 | -4.1
O=C1c2ccccc2C(=O)N1CCC#Cc1ccc2cc(CCCO)oc(=O)c2c1 | 0.2 | 3.2 | -4.6 | -1.0 | 2.8 | 0.6 | 4.3 | -1.9 | 0.9 | 16.1*
CC(=O)c1cc2c(cc1NS(=O)(=O)c1ccccc1)OCO2 | -2.8 | 2.5 | 3.0 | -3.4 | 1.0 | 0.1 | -0.9 | -1.2 | -1.5 | -1.3
COc1ccccc1N1CCN(C(=O)c2cc3c(C)nc4ccccc4c3o2)CC1 | -2.0 | -11.4 | -13.4 | -3.4 | -4.1 | -5.5 | -5.8 | 2.9 | -1.9 | 4.6
CC1CCN(C(=S)c2ccc([N+](=O)[O-])cc2)CC1 | 0.8 | 14.2 | 1.3 | 17.5 | -4.2 | -2.3 | 1.8 | -9.5 | -0.9 | 3.2
Cc1cc2c3ccccc3[nH]c(=O)n2n1 | 0.0 | 4.1 | -0.1 | -2.9 | 2.3 | 0.1 | 2.3 | 3.2 | 0.7 | -6.8
COc1ccc(/C=C2\Sc3ccc(C(=O)N4CCN(Cc5ccccc5)CC4)cc3N(C)C2=O)cc1OC | -2.6 | 1.4 | -27.1 | -3.3 | 4.6 | 1.2 | -2.9 | -0.3 | -0.9 | 0.7
COc1ccc(-c2nn(-c3ccccc3)cc2/C=N/NC(N)=S)cc1OC | -0.4 | -4.1 | -54.6 | 5.2 | 2.8 | -1.8 | 1.2 | 3.1 | -1.2 | -1.9
COCCNS(=O)(=O)c1cc(OC)ccc1OC | -3.3 | -5.9 | 2.0 | -1.9 | -1.5 | 1.1 | -3.2 | 1.7 | 1.3 | -3.5
CCN1CCN(Cc2nnc(-c3ccccc3)o2)CC1 | -1.3 | -0.7 | 0.1 | 0.5 | -2.5 | 0.7 | 3.1 | 8.2 | 0.9 | 4.1
O=C(O)C1CSC(c2ccccc2)N1C(=O)c1ccco1 (stereo not drawn) | -5.1 | -1.9 | 2.6 | 2.0 | 3.3 | 1.0 | -6.7 | 6.5 | 1.2 | -0.5

Assay outcomes from PubChem BioAssay.

These rows are one share of the data. The share of hits here may be higher or lower than overall.
